Bioassay records: PubChem, NCI
NCI-60 one-dose screen, 48 h, at 10 µM unless noted. Numbers give growth in % (100 = growth as untreated, 0 = no growth, -100 = all killed).
MDA-MB-435 – MDA-MB-435 melanoma | 7.8% of 82,000 active
K-562 – K-562 leukemia. AID 1794777. 7.4% of 78,000 active
CCRF-CEM – CCRF-CEM leukemia | 7% of 77,000 active
MDA-MB-231 – MDA-MB-231 breast cancer; 5% of 81,000 active; AID 1794789
RPMI-8226 – RPMI-8226 leukemia cells; AID 1794781; 7.5% of 77,000 active
MDA-MB-468 – MDA-MB-468 breast cancer; 8.5% of 78,000 active; AID 2202374
SR – SR leukemia cells; 8.7% of 73,000 active
MOLT-4 – MOLT-4 leukemia cells. 6.9% of 80,000 active. AID 1794779
* = called active by the depositor; / = no result given; & = joins results of further samples; [ ] = another dose, or the depositor's remark. The calls were made as follows: active = growth percent below 10; inactive = the rest. Compounds were not picked by outcome; 16% or so of the library scored in one or more.

SMILES | MDA-MB-435 | K-562 | CCRF-CEM | MDA-MB-231 | RPMI-8226 | MDA-MB-468 | SR | MOLT-4
O=C(N/N=C/c1ccc(Cl)s1)c1[nH]c2ccc(Br)cc2c1-c1ccccc1 | -8.9* | 6.8* | 11 | 1.5* | 5.6* | 3.0* | 9.1* | 14
Cc1ccc(S(=O)(=O)NCCCNc2nccc(-c3c(-c4cccc(F)c4)nc4occn34)n2)cc1 | 43 | 37 | 42 | 64 | 55 | 56 | 88 | 27
CC1(C)CC[C@]2(C=O)CC[C@]3(C)C(=CC[C@@H]4[C@@]5(C)CCC(=O)C(C)(C)[C@@H]5CC[C@]43C)[C@@H]2C1 | 100 | 64 | 87 | 103 | 84 | 86 | 82 | 81
Cc1ccc(-n2nc(C(=O)NCCC(=O)O)nc2-c2ccccc2)cc1 | 105 | / | 104 | 105 | 110 | 108 | 114 | 115
O=Cc1cc(Cl)cc(Cl)c1O | 107 | 102 | 118 | 109 | 104 | 108 | 93 | 87
Nc1c(C(=O)Nc2cccc(Br)c2)sc2nc3c(cc12)C(=O)CCC3 | -53* | 14 | / | 38 | 38 | 32 | 14 | /
CCCSc1ccc([N+](=O)[O-])cc1[N+](=O)[O-] | 111 | 92 | 101 | 103 | 101 | / | 107 | 101
c1ccc(-n2cc3c(c2)-c2oncc2CC3)cc1 | 95 | 84 | 92 | 87 | 65 | 87 | 98 | 87
COc1ccc(/C=C2\COc3ccc(-c4ccccc4)cc3C2=O)cc1O | 5.1* | 3.0* | -31* | 42 | -22* | 15 | -11* | -18*
CCN(CCO)C(C(=O)c1ccccc1)c1ccc(Cl)cc1 (configuration not stated) | 105 | 90 | 110 | 99 | 103 | 100 | 104 | 92
O=c1c2cc(F)ccc2sc2c(-n3cccc3)nc3ccccc3c12 | 101 | 99 | 92 | 79 | / | 70 | / | 96
NC(=O)N(Cc1ccccc1)Cc1ccccc1 | 97 | 97 | 102 | 105 | 110 | 104 | 63 | 91
Cc1ccc2sc3c(NCCN)nc4ccccc4c3c(=O)c2c1 | 46 | 0.4* | 33 | 42 | / | 57 | -13* | 49
Cc1nn(-c2ccccc2)c2nc3c(c(-c4ccc(Cl)cc4)c12)CNC1(N3)C(=O)N(Cc2ccccc2)c2ccccc21 (configuration not stated) | 100 | 138 | 102 | 90 | 105 | 88 | 106 | /
O=C1[C@@H]2Cc3c([nH]c4ccccc34)[C@H](c3ccc(Br)cc3)N2C(=O)CN1C1CCN(Cc2c(Cl)cccc2Cl)CC1 | 100 | 74 | 89 | 89 | 80 | 96 | 92 | 66
CC(C)C(=O)Nc1cccc(C(=O)NC(=S)Nc2ccc(C(=O)O)cc2)c1 | 102[100 µM] | 103[100 µM] | 103[100 µM] | 116[100 µM] | 104[100 µM] | 94[100 µM] | 101[100 µM] | 105[100 µM]
CC(=O)C(c1ccccc1)(c1ccccc1C)c1ccccc1C | 100 | 76 | 90 | 89 | 78 | 92 | 78 | 93
O=C(/C=C/c1ccccc1)C/C(=N/O)C(=O)NO | 113 | 114 | 105 | 92 | 111 | 101 | 108 | 116
O=C1CC(c2ccccc2)Oc2ccc(Cl)cc21 (configuration not stated) | 104 | 88 | 82 | 89 | / | 114 | 77 | 90
COc1ccc(C2NCCCC2c2ccccc2)cc1 (configuration not stated) | 95 | 107 | 96 | 91 | 103 | 97 | 109 | 102
COc1cc2ncnc(Nc3ccc(O[C@H]4CO[C@H]5[C@@H]4OC[C@@H]5OCc4ccccc4)c(Cl)c3)c2cc1OC | 79 | 53 | 84 | 31 | / | 49 | 28 | 45
N#Cc1ccc(C(=O)c2c(N)c(C#N)cn2Cc2ccc(Cl)cc2Cl)cc1 | 99 | 118 | 101 | 97 | 113 | 95 | 95 | 105
COc1cc(/C=C2\SC(N3CCCCC3)=NC2=O)ccc1OCCOc1ccc(/C=C2\SC(N3CCCCC3)=NC2=O)cc1OC | 105 | 118 | 108 | 92 | 99 | 105 | 105 | 127
C#C[C@]1(O)CC[C@H]2[C@@H]3CC=C4c5sc(Nc6ccc(C)cn6)nc5CC[C@]4(C)[C@H]3CC[C@@]21C | -52* | -2.6* | 11 | -1.2* | -32* | -23* | -15* | -42*
C=C(C)[C@@H]1CC[C@]2(C)[C@H](C(=O)C=C3[C@@H]4C[C@](C)(C(=O)OC)CC[C@]4(C)CC[C@]32C)[C@@]1(C)CC/C(N)=N/O | 101 | 96 | 50 | 101 | 96 | 102 | 51 | 59
COc1ccc(-c2nnc(/N=C3/C(=O)Nc4ccccc43)o2)cc1 | 97 | 93 | 97 | 94 | 99 | 97 | 99 | 99
COc1ccc(CCNC(=S)NN)cc1OC | 111 | 101 | 92 | 114 | 99 | 128 | 104 | 108
O=C(Nc1cnc(Cl)nc1Nc1ccc2c(ccn2Cc2cccc(F)c2)c1)c1ccccn1 | 93 | 57 | / | 58 | 91 | 62 | 74 | 82
O=C(O)CCN(CCC(=O)O)S(=O)(=O)c1ccccc1 | 100 | 94 | 105 | 102 | 112 | 98 | 101 | 103
Cc1nc2sc3c(=O)[nH]c(CC(=O)O)nc3c2c(C)c1Br | 104 | 111 | 97 | 88 | 91 | 97 | 89 | 102

Arranged by heavy-atom count (falling): part of the list above
SMILES | MDA-MB-435 | K-562 | CCRF-CEM | MDA-MB-231 | RPMI-8226 | MDA-MB-468 | SR | MOLT-4
COc1cc(/C=C2\SC(N3CCCCC3)=NC2=O)ccc1OCCOc1ccc(/C=C2\SC(N3CCCCC3)=NC2=O)cc1OC | 105 | 118 | 108 | 92 | 99 | 105 | 105 | 127
O=C(Nc1cnc(Cl)nc1Nc1ccc2c(ccn2Cc2cccc(F)c2)c1)c1ccccn1 | 93 | 57 | / | 58 | 91 | 62 | 74 | 82
CC(C)C(=O)Nc1cccc(C(=O)NC(=S)Nc2ccc(C(=O)O)cc2)c1 | 102[100 µM] | 103[100 µM] | 103[100 µM] | 116[100 µM] | 104[100 µM] | 94[100 µM] | 101[100 µM] | 105[100 µM]
Cc1nc2sc3c(=O)[nH]c(CC(=O)O)nc3c2c(C)c1Br | 104 | 111 | 97 | 88 | 91 | 97 | 89 | 102
COc1ccc(C2NCCCC2c2ccccc2)cc1 (configuration not stated) | 95 | 107 | 96 | 91 | 103 | 97 | 109 | 102

The listing continues.
SMILES | MDA-MB-435 | K-562 | CCRF-CEM | MDA-MB-231 | RPMI-8226 | MDA-MB-468 | SR | MOLT-4
CC(C)c1ccc(C2CCCCC2O)cc1 (configuration not stated) | 102 | / | 105 | 95 | 101 | 105 | 105 | 100
Clc1ccc2nc(-c3ccc(-c4nnc(SCc5ccccc5)o4)cc3)[nH]c2c1 | 81 | 74 | 81 | 93 | 94 | 62 | 50 | 85
COc1cccc(-c2nn(C(C)(C)C)cc2-c2ccnc(NCCNS(=O)(=O)c3cccc(F)c3)c2)c1 | 100 | 89 | 102 | 100 | 108 | 106 | / | 94
CSc1ncc(Br)c(Sc2nc(N)nc3nc[nH]c23)n1 | 26 | 16 | 15 | 40 | 16 | / | 18 | 12
CC[C@]12C=CCN3CC[C@@]4(c5ccc(OC)cc5N(C)[C@H]4[C@@](O)(C(=O)OC)[C@@H]1OC(=O)CCC[P+](c1ccc(OC)cc1)(c1ccc(OC)cc1)c1ccc(OC)cc1)[C@@H]32 | -77* | -1.8* | -71* | -97* | -46* | -92* | 15 | -37*
CN(C)c1ccnc(CNCCSC2(c3ccc(C(F)(F)F)cc3)c3ccccc3C=Cc3ccccc32)c1 | -78* | -11* | 0.4* | -48* | -49* | -58* | -53* | 16
Cc1ccc(Cc2cnc(NC(=O)CCN3C(=O)/C(=C/c4ccccc4)SC3=S)s2)cc1 | 105 | 98 | 106 | 103 | 103 | 92 | 104 | 105
CCN1CCN(c2ncnc3cc(OC)c(OC)cc23)CC1 | 106 | 105 | 109 | 111 | 112 | 104 | 98 | 97
COc1cc(OC)cc(C2CC(=O)Nc3c2c(C)nn3-c2nc3ccccc3[nH]2)c1 (configuration not stated) | 9.7* | 9.4* | 4.7* | 17 | -8.6* | 47 | / | -8.1*
COc1ccc(C(=O)c2cc3c(N)c(C(=O)Nc4ccccc4)sc3nc2C)cc1 | -5.5* | 8.1* | 10 | 23 | 14 | 3.9* | 8.4* | 18
CC(=O)Oc1ccccc1C(=O)N=C1[Se]CCN1C(=O)c1ccccc1OC(C)=O | -57* | 8.8* | 19 | -22* | 12 | -26* | 24 | 6.1*
O=C1NS(=O)(=O)c2ccccc21 | 99&109&96 | 130&99&96 | 101&94&110 | 113&110&79 | 86&103&105 | 109&113&111 | 82&97 | 102&92&103
CCOC(=O)c1nc(Nc2ccc(NC(=O)Nc3cccc(C(F)(F)F)c3)cc2)c2ccccc2n1 | 103 | 97 | 105 | 98 | 109 | 111 | 96 | 104
O=c1cc(Cl)c(Cl)nn1-c1ccccc1 | 105 | 100 | 82 | 104 | 81 | 97 | 78 | /
Nc1c(C(=O)Nc2cc(Cl)cc(Cl)c2)sc2nc3c(cc12)C(=O)CCC3 | 87 | 74 | 88 | 94 | 95 | 64 | 73 | 86
Cn1c(O)c(N=NC(=O)c2ccc(S(N)(=O)=O)cc2)c2ccccc21 | 100 | 98 | 95 | 107 | 100 | 106 | 104 | 105
O=C1C=CC(=O)N1Cc1cccnc1 | 101 | 109 | 117 | 109 | 111 | 108 | 76 | 87
COc1cc(/C=C/C(=O)c2ccc(Oc3ncnc4ccccc34)cc2)cc(OC)c1OC | 51 | 12 | 37 | 86 | 24 | 14 | 38 | 62
CCN(CC)CCCOc1ccc2ncnc(Nc3ccc(Oc4cccc(C(F)(F)F)c4)c(Cl)c3)c2c1 | -86* | -29* | 1.8* | -42* | -30* | -65* | -3.4* | 0.4*
O=C(Nc1ccc(F)cc1)Nc1ccc(Cl)c([N+](=O)[O-])c1 | 21 | / | 19 | 40 | -28* | -3.8* | 32 | 5.5*
Cc1c(Nc2ncccc2C(=O)O)cccc1C(F)(F)F | 100 | / | 89 | 111 | 99 | 110 | 77 | 73
Cc1c(C(=O)NNC(=O)c2ccc(Br)cc2)sc2ncc(-c3ccc(Br)cc3)n12 | 101[7 µM] | 107[7 µM] | 97[7 µM] | 103[7 µM] | 99[7 µM] | 73[7 µM] | 105[7 µM] | 96[7 µM]
COc1ccc(NCc2nnc(-c3ccc(Cl)cc3)o2)cc1 | 93 | 100 | 45 | 74 | 86 | 85 | 63 | 64
COC1=CC(c2ccc[nH]2)=N/C1=C\c1[nH]c(C)c(C(=O)CCC(=O)Oc2ccc3c(c2)CCC2C3CC[C@]3(C)C(=O)CC[C@@H]23)c1C (some centres not stated) | 94 | 39 | 33 | 1.1* | 68 | 76 | 10 | 26
COc1cc(OC)c(S(=O)(=O)NNC(=O)c2ccncc2)cc1C1=NN(C=O)C(c2ccc(Cl)cc2)C1 (configuration not stated) | 113 | 102 | 107 | 105 | 107 | 103 | 102 | 110
CCN1CCN(c2oc(-c3ccc(Cl)cc3)nc2C#N)CC1 | 93 | 92 | 98 | 103 | 101 | 100 | 96 | 99
CCCCNS(=O)(=O)c1ccc(C)cc1 | 115 | 102 | 96 | 104 | 96 | 94 | 89 | 99
CCC(=O)NCCc1ccc(OC)c(OC)c1 | 104 | 115 | 102 | 95 | 109 | 92 | 114 | 99
COc1nc(N2CCOCC2)nc2cc(NCc3ccccc3)ccc12 | 106 | 92 | 83 | 89 | 84 | 75 | 80 | 94
CNC[C@@H](O)c1ccc(O)c(O)c1 | 109&111 | 108&91 | 105&101 | 92&78 | 96 | 116&97 | 95&97 | 100&87

Compound profiles (already shown):
`Cc1nc2sc3c(=O)[nH]c(CC(=O)O)nc3c2c(C)c1Br` in the list: MDA-MB-435 = 104; K-562 = 111; CCRF-CEM = 97; MDA-MB-231 = 88; RPMI-8226 = 91; MDA-MB-468 = 97; SR = 89; MOLT-4 = 102
`CCN(CC)CCCOc1ccc2ncnc(Nc3ccc(Oc4cccc(C(F)(F)F)c4)c(Cl)c3)c2c1` in the list: MDA-MB-435 = -86*; K-562 = -29*; CCRF-CEM = 1.8*; MDA-MB-231 = -42*; RPMI-8226 = -30*; MDA-MB-468 = -65*; SR = -3.4*; MOLT-4 = 0.4*

(further entries)
SMILES | MDA-MB-435 | K-562 | CCRF-CEM | MDA-MB-231 | RPMI-8226 | MDA-MB-468 | SR | MOLT-4
CCCCC1COc2cccc3c(SCC(=O)N(Cc4ccccc4)c4ccc(OC)cc4)cc[n+]1c23 (configuration not stated) | 106 | 81 | 105 | 107 | 95 | 83 | 111 | 98
CCCCSc1nc(NCCc2c[nH]c3ccccc23)c(C#N)c(-c2ccc(OC)cc2)n1 | 72 | 22 | 28 | 37 | 31 | 51 | 6.0* | 26
COc1ccc(NC(=O)c2ccc(Nc3ncnc4sc5c(c34)CCCC5)cc2)cc1 | 96 | 99 | 92 | 78 | 77 | 86 | 66 | 82
Cc1cc(C(C)(C)C)cc(C)c1Br | 110 | 111 | 92 | 108 | 95 | 113 | 85 | 99
COc1ccc(C(=O)OCCN(C)C)cc1 | 102 | 98 | 98 | / | / | 99 | 97 | 100
Cc1cc2c(cc1C)[n+](Cc1ccc3ccccc3n1)cn2Cc1ccc2ccccc2n1 | -24* | -1.0* | 15 | -7.8* | -31* | -36* | -20* | 8.0*
O=C(Nc1ccc(-n2ccc3c(NC(=O)c4ccccc4)nccc32)cc1)c1ccc(N2CCOCC2)c(C(F)(F)F)c1 | 34 | 17 | 27 | 52 | / | 43 | 0.5* | 31
CN(C)c1ccc(-c2n[nH]c(Cn3nnnc3-c3ccccc3)n2)cc1 | 111 | 102 | 88 | 94 | / | 112 | 88 | 96
Cc1nn(-c2ccccc2)c(-n2ccnc2)c1/C=N/Nc1nc(-c2ccc(C#N)cc2)cs1 | 81 | 61 | 73 | 71 | / | 76 | 77 | 41
CCOc1cccc(Nc2nc(N)nc3[nH]c4ccc(O)cc4c23)c1 | 84 | / | 62 | 55 | 42 | 8.4* | 66 | 54
C/C(=N\O)C(=O)c1ccc(C)cc1 | 111 | 97 | 96 | 108 | 100 | 103 | 80 | 91
COc1c2c(c(OC)c3c1OC(=O)CC3c1coc3ccccc3c1=O)OCO2 (configuration not stated) | 106 | 85 | 91 | 94 | 93 | 97 | 94 | 93
